Bioassay records as filed in PubChem.
DSG3 Ab inh: inhibitors of pemphigus antibody binding to human desmoglein-3 | 0.48% of 310,000 active | DSG3-coupled beads, scFv-anti-DSG3-GFP binding, flow cytometry; hits give low values | P32926 | binding (percent of control), % at 10 µM;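 active means binding more than 3 SD below its plate's average and above zero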;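 further: hits lower antibody fragment binding to DSG3; some compounds called inactive have numbers as strong as hits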
V-ATPase pHluor: yeast V-ATPase proton transport regulation by pHLuorin; AID 504577; S. cerevisiae, pHLuorin cytosolic pH fluorescence; 0.37% of 350,000 active; response, % at 10 µM; in the data active means response mostly above about 7.3%, no sharp cut-off; inactive means mostly below about 5.4%; further: actives read high; inactives centre near 0; some compounds called inactive have numbers as strong as hits; reference of the scale not given here
OPRM1-OPRD1 ag: agonists of human mu-delta opioid receptor heterodimerization. P35372+P41143. 0.3% of 340,000 active. activation, % at 9.3 µM. cells, OPRM1-OPRD1 heterodimerization, luminescence; in the data active means activation above about 18%;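 further: 0% = vehicle-treated cells and 100% = reference agonist; values of inactives mirror those of a sister screen read the other way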
Wnt act: Wnt/beta-catenin pathway activation | activation, % at 9.35 µM | Wnt/beta-catenin reporter cell assay, activator, plate reader | 1.2% of 300,000 active | AID 743398; in the data active means activation above about 30%, passing the limit was not always enough;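 further: 0% = neutral control wells and 100% = positive control wells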
Cardiac RTF inh: cardiac RTF calcium desensitization; P19429+P45379; IANBD-labeled cardiac RTF, Ca2+ fluorescence; inhibition, % at 7.15 µM; 0.12% of 340,000 active; AID 493244;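 active means inhibition above the mean inhibition of all tested compounds plus 3 SD, cut at about 17% in these data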;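 further: assay run at fixed EC70 calcium of 1.6 mM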
Keap1 Nrf2 FP: disrupts human Keap1 binding to Nrf2 peptide. Q14145. Keap1 Kelch-Nrf2 peptide fluorescence polarization, 1536-well. inhibition, % at 9.4 µM. 0.15% of 340,000 active. AID 504523; in the data active means inhibition above about 12%;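 further: human Keap1 Kelch domain with fluorescein labeled Nrf2 9mer peptide probe; 0% = neutral control wells and 100% = peptide positive control; higher means more block of Keap1 binding to Nrf2 peptide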
Target sequence (Q14145 whole entry, looked up, the tested form may be a part): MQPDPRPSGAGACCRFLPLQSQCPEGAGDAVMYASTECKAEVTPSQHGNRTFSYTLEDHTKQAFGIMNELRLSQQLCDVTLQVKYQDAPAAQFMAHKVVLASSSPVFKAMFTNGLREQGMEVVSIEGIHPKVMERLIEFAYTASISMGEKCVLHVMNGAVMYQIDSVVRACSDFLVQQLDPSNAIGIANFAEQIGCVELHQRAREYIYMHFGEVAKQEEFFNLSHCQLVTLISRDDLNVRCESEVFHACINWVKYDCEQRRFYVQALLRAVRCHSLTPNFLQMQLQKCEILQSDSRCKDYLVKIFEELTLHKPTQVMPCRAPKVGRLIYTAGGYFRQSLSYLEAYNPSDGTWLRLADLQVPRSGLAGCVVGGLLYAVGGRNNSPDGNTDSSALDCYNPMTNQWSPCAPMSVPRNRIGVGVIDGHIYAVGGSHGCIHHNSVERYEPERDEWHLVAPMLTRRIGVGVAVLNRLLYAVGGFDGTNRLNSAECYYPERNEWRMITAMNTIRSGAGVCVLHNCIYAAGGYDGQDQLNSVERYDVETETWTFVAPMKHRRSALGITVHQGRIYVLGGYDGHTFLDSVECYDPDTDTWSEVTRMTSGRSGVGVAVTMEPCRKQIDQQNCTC
Arr AP2 block: inhibitors of human beta-arrestin and AP2 interaction. AID 504490. FITC-arrestin peptide / GST-AP2 beads, flow cytometry; AP2 beta2 appendage carries R879A mutation. 0.31% of 340,000 active. inhibition, % at 10 µM;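 active means inhibition above a set limit, near 3 SD of compounds lacking own fluorescence, cut at about 54% in these data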;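 further: plate controls were DMSO wells for no effect and 5 µM unlabelled arrestin peptide for full effect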
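Assay system: GST-AP2 R879A bound to glutathione beads, E. coli-expressed; Medium: PBS with 0.05% Tween 20 and 0.1% BSA; Also added: fluorescein-tagged arrestin peptide at 50 nM final; Timing: 12 min plus 1 h, RT; Measured by: flow cytometry, FL1 (488/535 nm); Evaluation: percent drop in bead-associated FITC signal.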
C-LANA FP: KSHV C-LANA DNA binding inhibition. inhibition, % at 9 µM. 0.078% of 340,000 active. MBP-C-LANA/FAM-LBS DNA binding, fluorescence polarization;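 active means highest replicate inhibition at or above 60% at 9 µM, even if other replicates fall short; inactive means all replicates below 60% inhibition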;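 further: 0% = neutral control wells and 100% = 4 µM acridine orange control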
MOR-DOR inv ag: inverse agonists of human mu-delta opioid receptor heterodimerization | P35372+P41143 | cell-based MOR-DOR heterodimer luminescence, inverse agonism | inhibition, % at 9.3 µM | 0.21% of 340,000 active; in the data active means inhibition above about 22%, passing the limit was not always enough;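 further: 0% = cells with DMSO and 100% = wells without cells with DMSO; values of inactives mirror those of a sister screen read the other way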
RTF Ca sens act: cardiac RTF calcium sensitization; AID 493008; activation, % at 7.2 µM; IANBD-labeled TnC RTF fluorescence at EC20 calcium; 0% EC20 calcium, 100% full calcium; P19429+P45379; 0.24% of 340,000 active;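 active means activation above the mean over all tested compounds plus 3 SD, cut at about 30% in these data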;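 further: rise in fluorescence read as greater calcium sensitivity of cardiac thin filaments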
* = called active by the depositor; / = no result given. The order is random; 3.1% or so of the library scored in one or more.

SMILES | DSG3 Ab inh | V-ATPase pHluor | OPRM1-OPRD1 ag | Wnt act | Cardiac RTF inh | Keap1 Nrf2 FP | Arr AP2 block | C-LANA FP | MOR-DOR inv ag | RTF Ca sens act
O=C(COc1ccc(Cl)cc1Cl)NCc1ccncc1 | 104 | 0 | -1.5 | / | -4 | -8 | 4 | 2.1 | 8 | 7
CN(Cc1ccccc1)S(=O)(=O)c1ccc(OCC(=O)NCc2cccnc2)cc1 | 120 | -3 | -0.2 | -1 | -16 | -11 | -4 | 0.0 | 1 | 3
O=C(CN1CCc2ccccc2C1)Nc1ccccc1Cl | 102 | 3 | 4.3 | 0 | -1 | -6 | 38 | 1.4 | -24 | -6
OC(COc1ccc2c(c1)CCC2)CN1CCN(c2ccccc2F)CC1 (centres undefined) | 99 | 1 | 7.9 | / | 2 | 2 | 11 | -0.5 | -48 | 3
CCCCCc1cc(=O)oc2c(C(CCN3CCCC(C)C3)c3ccc(OC)cc3)c(OC)cc(OC)c12 (centres undefined) | 112 | -1 | 6.0 | -25 | -12 | 5 | 16 | -1.3 | -33 | -1
Cc1cc(C(=O)OCC(=O)N2CCc3ccccc32)c(C)o1 | 101 | -4 | 0.4 | / | -7 | 1 | 14 | -0.7 | -2 | 5
COC(=O)COc1ccc(S(=O)(=O)NCc2cccnc2)cc1 | 97 | 1 | 1.4 | -5 | -16 | -5 | 2 | 0.9 | -8 | 5
NC(Cc1cccc2nsnc12)C(=O)O (centres undefined) | 110 | 3 | -0.3 | / | 2 | -6 | -3 | -1.0 | 2 | 6
CC1(c2ccc(OC(F)F)cc2)NC(=O)N(CC(=O)Nc2ccc3c(c2)OCO3)C1=O (centres undefined) | 101 | -2 | -1.9 | / | 1 | -7 | 3 | -0.4 | 10 | 2
Cc1ccc(NC(=O)CN(C)C(=O)COC(=O)c2ccc(NC(=O)CC#N)cc2)cc1 | 90 | 7 | -1.3 | -5 | -1 | 2 | 16 | 0.5 | 7 | -7
Cc1ccc(SCCNC(=O)c2ccc(C)c([N+](=O)[O-])c2)cc1 | 101 | -4 | 1.5 | / | -1 | -2 | 3 | -1.7 | -9 | -1
COc1cccc(C(=O)NCc2ccccc2OC)c1 | 99 | -1 | 0.8 | / | 7 | 1 | 1 | -0.8 | -5 | -2
CC(=O)c1ccc(N2CCN(C(=O)Cc3n[nH]c(=O)c4ccccc34)CC2)cc1 | / | 10 | 0.9 | 0 | -3 | 0 | 23 | 2.6 | -4 | 5
COc1ccc(-c2cc(Nc3ccccc3NC(=O)C(F)(F)F)n(CCC#N)n2)cc1 | 114 | 7 | -0.5 | -1 | -7 | 3 | 18 | -2.3 | 3 | 0
COC(=O)c1ccc(C(=O)OC)c(NC(=O)CN(c2ccc3c(c2)OCO3)S(C)(=O)=O)c1 | 105 | -1 | -1.4 | -2 | -8 | 0 | 0 | 0.4 | 8 | -4
Cc1occc1C(=O)NNC(=S)NCc1ccccc1 | 95 | -4 | -2.2 | -1 | 8 | -5 | 9 | -2.3 | 10 | 4
COc1cc(NC(=O)CSc2nncn2C)cc(OC)c1OC | 95 | -1 | -1.7 | 1 | -1 | -4 | -14 | -0.3 | 9 | 7
CCC(C)c1ccccc1N1CC(C(=O)Nc2ccc(C)c(S(=O)(=O)N3CCOCC3)c2)CC1=O (centres undefined) | 90 | -2 | -0.6 | -4 | -2 | 4 | -8 | 2.3 | 3 | -12
O=C(O)CCSCC(=O)c1ccc2c(c1)OCCO2 | 108 | 0 | -0.1 | / | -8 | 0 | 6 | -1.0 | 1 | -2
CCCCCCCOc1ccc(-c2ccc(C#N)cn2)cc1 | 113 | 0 | -2.5 | -1 | 5 | -5 | -2 | 0.6 | 13 | -8
C/C(=N\Nc1cc(Cl)nc(C)n1)c1ccc(Cl)c(Cl)c1 | 98 | 1 | 0.7 | / | 1 | -2 | 5 | -3.0 | -4 | -19
Cc1ccc(Cl)cc1NC(=S)N(Cc1cccs1)C1CCCC1 | 123 | 14 | 0.7 | -1 | 0 | -3 | 4 | -0.5 | -3 | 2
CCC1CCCCN1CCCNC(=O)CN1C(=O)COc2ccc(S(=O)(=O)N3CCC(C)CC3)cc21 (centres undefined) | / | 2 | -2.1 | 1 | -4 | -5 | -5 | 1.3 | 11 | 6
N#Cc1ccc(C(=O)N2CCN(S(=O)(=O)c3ccc(Br)s3)CC2)cc1 | 100 | 0 | -2.4 | 0 | -1 | -1 | 1 | 0.8 | 12 | 2
COc1ccccc1NC(=S)NCc1ccc2c(c1)OCO2 | 97 | -2 | -2.1 | 11 | -8 | 6 | 6 | -1.8 | 11 | -3
Cc1oc(-c2ccccc2)nc1C(=O)N1CCN(c2ccc(F)cc2)CC1 | 112 | -1 | 4.9 | 0 | 11 | -3 | -4 | -2.9 | -23 | 0
NC(N)=NN=C1CCCCCCCCCCC1 | 104 | 1 | -0.7 | -1 | -7 | -7 | -1 | 0.5 | 4 | 3
Cc1ccc(N(CC(=O)N2CCn3c2nc2ccccc23)S(=O)(=O)c2c(C)n[nH]c2C)cc1 | 100 | 3 | / | -5 | -6 | -1 | 19 | 1.0 | / | 2
Cc1cc(-c2ccc(C(C)C)c(S(=O)(=O)N3CC(=O)Nc4ccccc43)c2)on1 | 110 | -2 | 1.1 | -1 | 4 | -6 | -14 | -0.3 | -6 | 0
CC1=C(C#N)C(c2ccc(O)cc2)C(C#N)=C(C)N1 | / | -3 | -2.8 | 3 | 0 | 2 | 32 | 0.3 | 14 | 2

Compound profiles, from the list above. Order of screens: DSG3 Ab inh, V-ATPase pHluor, OPRM1-OPRD1 ag, Wnt act, Cardiac RTF inh, Keap1 Nrf2 FP, Arr AP2 block, C-LANA FP, MOR-DOR inv ag, RTF Ca sens act
Profile of COc1cccc(C(=O)NCc2ccccc2OC)c1 : 99, -1, 0.8, /, 7, 1, 1, -0.8, -5, -2
Profile of COc1cc(NC(=O)CSc2nncn2C)cc(OC)c1OC : 95, -1, -1.7, 1, -1, -4, -14, -0.3, 9, 7

The list goes on.
SMILES | DSG3 Ab inh | V-ATPase pHluor | OPRM1-OPRD1 ag | Wnt act | Cardiac RTF inh | Keap1 Nrf2 FP | Arr AP2 block | C-LANA FP | MOR-DOR inv ag | RTF Ca sens act
COc1ccc(CCNC(=O)C2CCCN(S(=O)(=O)c3ccc(OC)cc3)C2)cc1 (centres undefined) | 98 | 2 | -1.3 | 0 | 2 | 2 | -10 | 0.6 | 8 | -2
CC1CCc2nn(CC(=O)NCCCN3CCCCC3)cc2C1 (centres undefined) | 106 | -1 | -2.3 | -4 | 0 | -5 | -3 | -0.1 | 12 | 4
O=C(NCc1cccnc1)/C(=C/c1ccco1)NC(=O)c1ccccc1 | / | 4 | -2.3 | -2 | -7 | -4 | -3 | 4.0 | 14 | 3
COC(=O)c1ccc(NC(=O)c2ccc(N(C)S(C)(=O)=O)cc2)cc1 | 103 | 3 | 2.8 | / | 5 | -2 | -3 | 0.1 | -17 | 2
CCNCC(=O)N1c2ccccc2CCc2ccc(NC(=O)OC(C)C)cc21 | 115 | 4 | 0.1 | -3 | 0 | -6 | -6 | -1.8 | -1 | -1
Cc1ccc(C)c(NC(=O)C2CC3c4ccccc4C2c2ccccc23)c1 (centres undefined) | 100 | 0 | 8.9 | / | -4 | -3 | 10 | 0.9 | -51 | -1
COCCn1c(-c2ccc(OC)cc2)cnc1N | 95 | 2 | -3.2 | 0 | 0 | 0 | 6 | 0.8 | 16 | 0
CC(=O)Nc1cccc(NC(=O)Nc2cccc3ccccc23)c1 | / | 3 | -4.3 | 2 | -1 | -2 | 26 | -0.3 | 23 | 2
CCS(=O)(=O)NCC(c1cccnc1)N1CCN(c2ccccc2F)CC1 (centres undefined) | 100 | -2 | -0.8 | / | 3 | -2 | 5 | 0.1 | 4 | -3
COc1ccc(C2=NN(C(=O)CSc3nc(=O)n4cccc(C)c4n3)C(c3ccc(C)cc3)C2)cc1 (centres undefined) | / | -1 | -3.5 | 0 | -8 | -1 | -2 | -2.5 | 23 | -2
Cn1ccnc1C1CCCCN1Cc1nc(Cc2ccccc2F)no1 (centres undefined) | 119 | -4 | -0.9 | -1 | -5 | -6 | 6 | 0.2 | 4 | 1
CCOc1ccccc1NC(=O)N1CCN(S(C)(=O)=O)CC1 | 103 | 4 | 0.8 | -5 | -13 | -4 | 5 | -0.2 | -5 | 6
CCOc1ccc(OCC)c(NC(=O)C2CCN(c3ncccn3)CC2)c1 | 92 | 2 | -1.1 | -4 | -6 | -4 | 5 | -1.3 | 5 | 4
O=C(COCc1ccccc1)N[C@@H](Cc1ccc(O)cc1)C(=O)O | 100 | -4 | -2.9 | -1 | 0 | -4 | 23 | -0.9 | 17 | -2
Cc1ccc(Nc2c(-c3ccccc3)nc3cnccn23)cc1 | 96 | 0 | -0.7 | 13 | 2 | 1 | 41 | -0.6 | 3 | -2
O=C(NCc1ccco1)C(=O)c1cn(CC(=O)N2CCCCCC2)c2ccccc12 | 119 | 1 | -2.7 | -1 | -5 | 1 | 2 | 0.2 | 14 | -3
NC(=O)c1ccsc1NC(=O)CN1C(=O)C2CC=CCC2C1=O (centres undefined) | 102 | -3 | -1.0 | 10 | -10 | -1 | 25 | 2.8 | 6 | -2
Cc1ccc[n+](-c2[nH]c(=O)sc2/C=N/N=C(\[O-])CCn2c3ccccc3c3ccccc32)c1 | 111 | 0 | -0.7 | 6 | -8 | -3 | -11 | 3.7 | 4 | 0
Cc1ccc(C(=O)N2CCN(CCNC(=O)C(=O)NC(C)C)CC2)cc1 | 103 | -1 | -1.4 | -1 | 2 | -5 | -3 | 1.5 | 8 | 1
Cc1ccc(CSCCNC(=O)/C=C/c2ccc(Cl)cc2)cc1 | 111 | -1 | -2.0 | -1 | -3 | -2 | -2 | 1.5 | 10 | 0
CCN(CC)c1ccc(NC(=O)CNCc2ccccc2Cl)c(C)c1 | 99 | -3 | 0.5 | -1 | -5 | -2 | 9 | -0.1 | -2 | -4
COC(=O)CCSCc1cn2cc(Cl)ccc2n1 | 95 | 0 | -4.5 | 0 | -7 | 0 | 12 | 1.1 | 22 | 4
COc1cccc(NC(=O)NCc2ccccn2)c1 | 101 | -5 | -3.8 | 37* | 2 | 0 | 15 | -1.5 | 21 | 3
N#CC1=C(SCC(=O)c2ccccc2)NC2=C(C(=O)CCC2)C1c1ccco1 (centres undefined) | 110 | -2 | -1.7 | / | 6 | -4 | 17 | 0.5 | 10 | -5
Cc1cccc(C)c1NC(=O)C/C(N)=N/O | 98 | -7 | -1.2 | / | 3 | -3 | -2 | -0.1 | 6 | -5
CC(C)COC(=O)N1CCCC1C(=O)O (centres undefined) | 97 | 1 | -2.1 | 9 | -13 | -4 | 2 | -1.6 | 12 | 4
CC1Nc2ncnc(N3CCN(c4ccccc4)CC3)c2N(Cc2ccc(Cl)cc2)C1=O (centres undefined) | 112 | 0 | -9.7 | -2 | -5 | -12 | 15 | 0.5 | 57* | -9
COc1cc(OC)cc(C(=O)NNC(=O)CN2C(=O)NC(C)(c3ccc(C)cc3)C2=O)c1 (centres undefined) | 97 | 2 | -1.4 | -2 | -8 | 1 | -10 | -0.4 | 9 | -4
